Screening results (PubChem BioAssay)
TSHR antag: human thyrotropin receptor antagonism; P16473; TSHR-expressing cells, TSH-stimulated cAMP HTRF, 2 h; active compounds read low; activity change, negative = inhibition, % at 11.5 µM; actives 0.2% (n = 330,000);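 active = activity change below a set negative limit, meaning inhibition stronger than a set level, cut at about -70% in these data; inconclusive = activity change between two set negative limits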; also: % is scaled to controls: 0 for no effect and ±100 for the full control effect
Target sequence (P16473 whole entry, looked up): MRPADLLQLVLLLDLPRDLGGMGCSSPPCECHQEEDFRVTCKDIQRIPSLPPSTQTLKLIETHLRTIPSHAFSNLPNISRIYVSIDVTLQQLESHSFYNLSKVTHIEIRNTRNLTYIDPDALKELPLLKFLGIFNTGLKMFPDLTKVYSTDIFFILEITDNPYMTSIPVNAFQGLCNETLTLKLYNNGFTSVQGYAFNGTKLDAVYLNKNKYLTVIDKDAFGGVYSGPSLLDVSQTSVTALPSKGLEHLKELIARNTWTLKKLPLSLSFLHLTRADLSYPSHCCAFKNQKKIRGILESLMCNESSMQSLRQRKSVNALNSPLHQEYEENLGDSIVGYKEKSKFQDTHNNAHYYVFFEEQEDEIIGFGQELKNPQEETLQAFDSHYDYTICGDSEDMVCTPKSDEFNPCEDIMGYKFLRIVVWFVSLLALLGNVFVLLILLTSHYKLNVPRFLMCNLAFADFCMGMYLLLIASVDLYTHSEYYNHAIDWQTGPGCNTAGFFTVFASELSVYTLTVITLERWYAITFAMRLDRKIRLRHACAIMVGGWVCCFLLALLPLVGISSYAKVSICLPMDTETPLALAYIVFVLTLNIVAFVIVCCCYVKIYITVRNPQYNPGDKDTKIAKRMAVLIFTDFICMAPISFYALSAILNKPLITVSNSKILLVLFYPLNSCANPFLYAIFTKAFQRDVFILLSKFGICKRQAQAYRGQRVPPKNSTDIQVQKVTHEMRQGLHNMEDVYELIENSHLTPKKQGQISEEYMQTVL
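TSHR-expressing cells, 200/well, pre-treated with compound, then stimulated with EC80 TSH (4nM final) for 2 hours at 37 deg C. cAMP measured by competitive HTRF: anti-cAMP cryptate antibody in lysis buffer plus cAMP-d2, read after 30 minutes at room temperature.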
a7 integrin act: activators of alpha7 integrin expression for muscular dystrophy. alpha7betagal myoblasts, beta-gal FDG fluorescence, 48 h. Potency, µM (highest dose often 38.3 µM), without a hit: at the highest dose activation, actives largely listed as activators. actives 0.064% (n = 350,000). AID 624291;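 also: potency is read from the fitted curve at half-maximal effect; 100% = response of the positive control SU9516; nearly all actives have a fitted effect of over 60% in size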
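alpha7betagal+/- myoblasts (passage 13, 250/well) treated 48 h at 37C with compounds at 1:260 dilution of DMSO stock. Lysed, then beta-galactosidase activity read as FDG fluorescence (ex 480/em 540) after 30 min, with pre-read for autofluorescence.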
A-T KAP1 phos: potential ataxia-telangiectasia treatment | […] A-T fibroblasts, KAP-1 phosphorylation AlphaLISA; neocarzinostatin DNA damage 30 min before lysis | Potency, µM (top dose mostly 57.5 µM), inactives show at the highest dose activation, actives largely listed as activators | actives 0.19% (n = 320,000) | AID 485349; also: potency is read from the fitted curve at half-maximal effect; % of control where 0% means no effect; nearly all actives have a fitted effect of over 45% in size
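hTERT-immortalized A-T patient fibroblasts ([…]), 500 cells/well in OPTI-MEM, 1% FBS, got compounds for 60 min, then NCS for 30 min at 37C. Lysates were then assayed for phospho-KAP-1 by AlphaLISA (anti-pKAP1 donor, anti-KAP1 acceptor beads), 6 hr at 25C.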
MLL CXXC-DNA inh: inhibitors of human MLL CXXC domain-DNA interaction | actives 0.037% (n = 290,000) | Potency, µM (highest dose often 115 µM), for the others: top-dose activity change, negative = inhibition, usual class: inhibitors | Q03164 | MLL-CXXC / FITC-HOXA9 DNA fluorescence polarization | AID 2662; active = well fitted inhibition curve with a large enough effect in the polarisation, with a control signal flat, not every such curve was filed as active; inconclusive = small, poorly fitted or top-dose-only effect, or effect the other way, or a change in a side signal; inactive = no such curve, though single readings can be large or run the other way; the % refers to the polarisation; also: potency is read from the fitted curve at half-maximal effect
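Purified MLL-CXXC (added from a 7 uM solution) was preincubated 5 min at ambient with pinned compounds in 50 mM Tris-HCl pH 7.5, 50 mM NaCl, 1 mM DTT, 0.05% BSA. Fluorescein-labeled HOX-A9 DNA (50 nM solution) followed, 30 min, then polarization read.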
S-ASM inh: inhibitors of human secretory acid sphingomyelinase; placental ASM, HMU-PC fluorogenic substrate, 60 min; P17405; Potency, µM (series often up to 57.5 µM), inactives show top-dose activity change, negative = inhibition, hits mostly inhibitors; actives 0.006% (n = 340,000); also: potency is read from the fitted curve at half-maximal effect
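qHTS format. ASM enzyme prepared from human placenta hydrolyses the fluorogenic substrate HMU-PC0 (9 uM final) over 60 min at 37 °C after a 10 min compound preincubation.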
Mito fusion yeast: inhibitors of mitochondrial division or activators of mitochondrial fusion. S. cerevisiae fusion-defective mutant growth rescue, CellTiterGlo 48 h. Potency, µM (doses to about 46.1 µM), inactives show at the highest dose growth rescue (activation), hits mostly activators. actives 0.23% (n = 320,000). AID 485298;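 also: potency is read from the fitted curve at half-maximal effect; % of control where 0% means no effect; nearly all actives have a fitted effect of over 45% in size; temperature-sensitive fusion mutants such as fzo1-1 at 37 °C on non-fermentable ethanol glycerol medium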
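Growth-rescue viability read-out: after 48 h at the non-permissive 37C in glycerol/ethanol YPEG, yeast mitochondrial fusion mutants are measured by CellTiterGlo luminescence; compounds (23 nl pinned per well) restoring growth score as division inhibitors or fusion activators.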
TCR activator: T cell receptor activation; primary human leukocytes, anti-CD3, IL-2 HTRF, 48 h; Potency, µM (top dose mostly 9.22 µM), inactives show at the highest dose activation of IL-2 secretion, hits mostly activators; 330,000 tested, under 10 active; also: % of control where 0% means no effect
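Compounds are tested in HTS on primary human leukocytes co-incubated with a-CD3 beads for 48 hr. IL-2 output is measured by time-resolved FRET.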
Menin-MLL TR inh: displaces Texas Red mutant MLL peptide from human menin; O00255; actives 0.23% (n = 270,000); Potency, µM (doses to about 61.6 µM), without a hit: at the top dose FP activity change, negative = inhibition, actives largely listed as inhibitors; Menin + Texas Red MLL mutant peptide, fluorescence polarization; active = well fitted inhibition curve with a large enough effect in the polarisation, with a control signal flat, not every such curve was filed as active; inconclusive = small, poorly fitted or top-dose-only effect, or effect the other way, or a change in a side signal; inactive = no such curve, though single readings can be large or run the other way; the % refers to the polarisation; also: potency is read from the fitted curve at half-maximal effect; % of control where 0% means no effect; many of its hits are not listed in these tables
MBNL1 CUG block: blocks human MBNL1 binding to CUG repeat RNA; Q9NR56; TR-FRET MBNL1-His/biotin-(CUG)12 binding, 665/545 ratio; Potency, µM (top dose mostly 57.5 µM), for inactives: top-dose activity change, negative = inhibition, most hits filed as inhibitors; actives 0.036% (n = 280,000); AID 2675; active = well fitted inhibition curve with a large enough effect in the signal ratio, with a control signal flat, not every such curve was filed as active; inconclusive = small, poorly fitted or top-dose-only effect, or effect the other way, or a change in a side signal; inactive = no such curve, though single readings can be large or run the other way; the % refers to the signal ratio; also: potency is read from the fitted curve at half-maximal effect; % is scaled to controls: 0 for no effect and ±100 for the full control effect
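MBNL1-His + Biotin-(CUG)12, cpd titration 92 nM–58 uM; Tb anti-His Ab 0.055 ng/ul, SA-XL665 5 nM (final); 60 min RT; ratiometric 665/545 nm, Ex 340 nm; normalized to buffer and full-complex controls.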
TSG101-PTAP inh: blocks PTAP/TSG101 interaction to inhibit HIV-1 budding; 340,000 tested, under 10 active; Fluorescence polarization, FITC-PTAP peptide / Tsg101 binding; Potency, µM (doses to about 115 µM), for inactives: at the highest dose activity change, negative = inhibition, hits mostly inhibitors; active = well fitted inhibition curve with a large enough effect in the main read-out, with a control signal flat, not every such curve was filed as active; inconclusive = small, poorly fitted or top-dose-only effect, or effect the other way, or a change in a side signal; inactive = no such curve, though single readings can be large or run the other way; also: potency is read from the fitted curve at half-maximal effect; % of control where 0% means no effect
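Fluorescence anisotropy tracks displacement of a FITC-tagged PTAP peptide (50 nM) from the Tsg101 binding domain (10 uM), following a 20 min room-temperature incubation at pH 7.5.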
* hit, by the source's call; ? = inconclusive; . = not tested or not shown; [ ] = another dose, or the depositor's remark. Unless noted, calls follow the shape of the dose curve; as a rule, active = well fitted curve in the direction sought with a large enough effect; inconclusive = small, poorly fitted or top-dose-only effect, or another doubt; inactive = no such curve, though single readings can be large; an effect the other way counts as inactive or inconclusive. A portion of the library; the hit share may differ from the screen's.

Each structure is followed by: a7 integrin act | Menin-MLL TR inh | S-ASM inh | TSG101-PTAP inh | Mito fusion yeast | TSHR antag | MLL CXXC-DNA inh | TCR activator | MBNL1 CUG block | A-T KAP1 phos
CCOC(=O)CCN1C(=O)c2ccccc2Sc2ncccc21
  34% | -2% | 5% | -2% | 6% | 0 | 3% | -3% | 0% | 5%
Cc1ccnc(N2CCC(C(=O)NCc3ccc4c(c3)OCO4)CC2)n1
  1%[7.66 µM] | -20% | 5% | 0% | -3% | 12 | 11% | 0% | 32%[activator] | 3%
Cc1ccc(CNC(=O)CSc2ccc(-c3ccccn3)nn2)cc1
  -30% | -14% | -1% | -4% | 6% | -3 | -1% | -2% | 10% | 6%
Cc1ccc(NC(=O)C(C)SCC(=O)Nc2ccc(F)cc2)cc1S(=O)(=O)N1CCOCC1 (stereo not drawn)
  14% | . | -4% | -4% | -7% | . | . | 8% | . | -10%
COc1ccc(C)cc1NC(=O)C1CCN(S(=O)(=O)c2cccs2)CC1
  -18% | ? | 3% | 1% | 2% | -4 | 17% | 3% | -2% | 2%
COCCn1c(SCC(=O)N2CCCC2)nnc1C(C)C
  4% | 0% | -1% | -7% | 1% | 30 | -2% | -2% | 0% | 5%
CC(C(=O)N1CCCCC1)N(C)CC(=O)Nc1cccc(F)c1 (stereo not drawn)
  18% | . | 0% | 1% | 0% | -32 | . | -12% | . | 10%
CCOC(=O)c1oc2ccc(S(=O)(=O)N3CCOCC3)cc2c1C
  0%[7.66 µM] | -5% | 2% | 2% | -4% | 14 | -2% | . | -12% | .
CC1CN(c2oc(-c3cccs3)nc2C#N)CC(C)O1 (stereo not drawn)
  14% | 3% | 158%[activator] | -2% | 3% | 4 | 4% | -5% | 4% | -5%
COc1ccc(C(=O)OCc2cc(=O)n3ccsc3n2)cc1F
  -6% | . | 0% | -2% | . | 5 | . | 7%[46.1 µM] | . | 2%
CCOC(=O)C1CCN(S(=O)(=O)c2ccc3c(c2)CC(=O)N3C)CC1
  -5% | -17% | 4% | -3% | -18% | 24 | -6% | -8% | -5% | 11%
COC(=O)C1CCN(C(=O)C2CCC(=O)N(CCCc3ccccc3)C2)CC1 (stereo not drawn)
  -7% | -2% | 7% | -1% | -5% | -4 | 5% | -3% | -7% | 7%
Cn1ncc(C#N)c1NC(=O)c1nn2cccnc2c1Cl
  12% | 4% | -1% | 0% | 1% | -5 | 5% | -5% | 8% | 6%
COC(=O)c1cc(Br)c(=O)n(-c2nccs2)c1
  4% | 11% | 2% | 6% | 0% | 37 | 2% | 0% | 64%[activator] | -11%
Cc1[nH]n(-c2nc(-c3ccc(Cl)cc3)cs2)c(=O)c1N=Nc1ccc(O)cc1
  0% | 22% | ? | 0% | 6% | 1 | 24% | -1% | -3% | 10%
COc1ccc(CNCCNC(=O)c2nonc2N)cc1OC
  9% | -11% | 4% | -4% | -2% | 3 | 3% | -3%[46.1 µM] | -15% | 3%
Cc1nc(NC(=O)c2cnccn2)ccc1Br
  -2% | 16% | -1% | -3% | 17% | 0 | 32%[activator] | 4% | 4% | 15%
CC(C)C(=O)Nc1nnc(SCC(=O)NC2CC2)s1
  -3% | 5% | 4% | -2% | 4% | 1 | -7% | 2% | -4% | 6%
COCc1cc(S(=O)c2ccc(Cl)cc2)nc(C)n1 (stereo not drawn)
  -3% | 0% | -1% | -2% | -3% | 15 | -15% | 3% | -8% | 2%
CC1(C)C2CC=C(/C=N/NC(=O)c3ccc(O)cc3)C1C2 (stereo not drawn)
  -43% | 3% | 0% | 0% | -1% | 0 | -3% | 1%[46.1 µM] | 6% | -3%
CCc1ccc(/C=C2\SC(=S)N(CCC(=O)NCCCN3CCOCC3)C2=O)cc1
  20% | . | ? | -5% | 2% | 0 | -9% | -3% | ? | -10%
CCCN1C(=O)c2cc(C(=O)Nc3ccc(OC)c(OC)c3)ccc2C1Nc1ccc(OC)c(OC)c1 (stereo not drawn)
  -18% | 13% | -4% | -3% | -8% | 0 | 4% | 1% | -5% | -1%
CC(=O)N1CCc2c(sc(NC(=O)c3ccc([N+](=O)[O-])o3)c2C#N)C1
  -23% | ? | -6% | -6% | 1% | -17 | ? | 3% | ? | 0%
C[C@H](NC(=O)COc1ccccc1)C(=O)OCC(=O)c1cc2ccccc2o1
  -34% | . | -9% | -1% | . | . | . | -1% | . | .
O=C(O)c1ccc(Cn2nnc3sc4c(c3c2=O)CCCC4)cc1
  25% | 2% | -1% | -2% | 0% | -12 | 2% | 3% | ? | 1%
CN1CCN(c2ccccc2NC(=O)c2cc3c(s2)-c2ccccc2OC3)CC1
  -8% | . | 4% | -3% | -1% | -2 | 0% | 2% | ? | -9%
COc1cc(/C=C(\NC(=O)c2ccccc2)C(=O)NCC(=O)O)c([N+](=O)[O-])cc1OC
  18% | -19% | 0% | -1% | -6% | -19 | 10% | -2%[46.1 µM] | ? | .
NC(=O)COC(=O)c1c2c(nc3ccccc13)CCCC2
  1% | -15% | 4% | 0% | -5% | -5 | 6% | -14% | 5% | -1%
COc1ccc(CCNC(=O)C/C(C)=N/NC(=O)COc2ccc(C)cc2Br)cc1OC
  0% | . | -3% | 0% | 1% | . | 11% | -3% | 2% | 1%
Cc1nc(Cl)cc(N/N=C/c2ccc(O)cc2)n1
  3% | -3% | 3% | 0% | -3% | -2 | 5% | 4% | ? | 1%
CC(C)[C@H](NC(=O)c1ccccc1Cl)C(=O)OCc1cc([N+](=O)[O-])cc2c1OCOC2
  20% | 3% | 4% | -7% | 4% | 8 | -2% | 0%[46.1 µM] | 10% | -3%
COc1ccc(C(=O)Nn2c(SCC(=O)NCC3CCCO3)nc3ccccc3c2=O)cc1 (stereo not drawn)
  1% | -1% | 0% | -3% | -12% | 6 | -6% | -11% | -9% | 3%
Cc1cc(C)cc(OCC(=O)Nc2ccc(N3CCCCC3)cc2)c1
  8% | . | . | -3% | -8% | -4 | . | -3% | . | 5%
CC(C)[C@H](NC(=O)c1ccccc1)C(=O)Nc1ccc2c(c1)OCO2
  -25% | . | 1% | 0% | 2% | 4 | . | 9% | . | -3%
CCC(=O)N(Cc1cc2cc(OC)ccc2[nH]c1=O)c1cc(C)ccc1C
  -4% | -9% | 33%[activator] | -6% | -5% | 5 | 4% | 1% | 2% | -1%
O=C(CSc1n[nH]c(-c2ccccn2)n1)Nc1ccccc1
  0% | . | 0% | 2% | 0% | 12 | -5% | 3% | 1% | -1%
CC[C@]12c3[nH]c4cc(CCC(=O)N(C)C)ccc4c3CCN1C(=O)[C@@H](CC(=O)NCCCn1ccnc1)C[C@@H]2C(=O)N1CCN(C(=O)c2ccco2)CC1
  8% | . | 1% | 0% | . | 7 | . | -7%[46.1 µM] | . | 11%
CC(=O)c1ccccc1NC(=O)c1ccc(OCc2c(C)noc2C)cc1
  29% | . | -3% | -4% | . | -23 | . | 3% | . | 9%
Cc1nc(NC(=O)c2ccccc2)sc1C1(C)CC(c2ccccc2F)=NO1 (stereo not drawn)
  -19% | . | -3% | -1% | 14% | -12 | 13% | 8% | -8% | 14%
Cc1cc(C)c(-c2c(N)cc(Br)cc2Br)c(N)c1
  -37% | . | -8% | 1% | . | . | . | 0% | . | .
Cc1nn(C)c(C(=O)Nc2cccc(CN3CCOCC3)c2)c1Br
  1% | -2% | 2% | 0% | 4% | 5 | 0% | -1%[46.1 µM] | -15% | 25%
Cc1cccc(CSc2nnc(-c3cnccn3)n2C)c1
  -18% | . | 1% | 0% | 8% | -5 | -5% | 3% | 9% | 3%
CC1CN(C(=O)[C@@H]2CCCN2S(=O)(=O)c2ccc(Cl)cc2)CC(C)O1 (stereo partly drawn)
  -14% | . | 2% | -2% | . | . | . | 6% | . | .
O=c1c(=O)n(O)c2ccccc2n1O
  -24% | -8% | 0% | -8% | 1% | 10 | 1% | -13% | 6% | -1%
COc1ccc(/C=C(/C(=O)Nc2ccccc2C(=O)N2CCCC2)c2ccccc2)cc1
  -5% | 12% | -2% | -4% | 6% | 0 | 8% | 7% | -1% | -3%
Cc1cc(OCc2nnc(SCC(=O)OC3CCCCC3)o2)ccc1Cl
  6% | -4% | -7% | -1% | -5% | -13 | -2% | 0% | 0% | 3%
O=C(NC(=S)Nc1ccccn1)c1cc(-c2ccccc2)nc2ccccc12
  17% | ? | -15% | 2% | 16% | -13 | 10% | -6%[46.1 µM] | -20% | -6%
